# M4 PAM: human M4 muscarinic receptor positive allosteric modulators, primary screen, CHO-K1 cells, Fluo-8 calcium fluorescence; Muscarinic acetylcholine receptor M4 (Homo sapiens), P08173; CHO-K1 hM4/Gqi5, ACh EC20; 0% = ACh EC20, 100% = maximal ACh; activation, % at 3 µM; actives 0.4% (n = 360,000); AID 624126, 2012;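 active = activation above its plate's cutoff, the mean activation of sample wells plus 3 SD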; also: some results filed as inactive read as strong as hits
# Target sequence (P08173 whole entry, looked up): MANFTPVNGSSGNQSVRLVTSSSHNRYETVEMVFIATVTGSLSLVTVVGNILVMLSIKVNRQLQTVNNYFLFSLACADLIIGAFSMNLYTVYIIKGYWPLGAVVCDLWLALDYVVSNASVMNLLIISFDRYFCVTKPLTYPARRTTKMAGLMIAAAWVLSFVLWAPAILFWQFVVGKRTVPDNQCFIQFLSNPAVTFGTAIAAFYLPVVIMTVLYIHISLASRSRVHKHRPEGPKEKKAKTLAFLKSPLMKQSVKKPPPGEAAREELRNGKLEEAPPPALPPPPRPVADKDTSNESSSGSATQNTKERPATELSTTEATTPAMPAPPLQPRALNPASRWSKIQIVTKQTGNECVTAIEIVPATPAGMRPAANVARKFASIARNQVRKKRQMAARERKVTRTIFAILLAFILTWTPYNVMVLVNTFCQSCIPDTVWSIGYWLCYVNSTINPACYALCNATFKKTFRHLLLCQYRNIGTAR
# CHRM5 PAM: human M5 muscarinic receptor positive allosteric modulators, primary screen, CHO-K1 cells, Fluo-8 calcium fluorescence; Muscarinic acetylcholine receptor M5 (Homo sapiens), P08912; CHO-K1 hM5, ACh EC20 PAM; 0% = ACh EC20, 100% = ACh EC100; activation, % at 3 µM; actives 0.3% (n = 360,000); AID 624038, 2012;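 active = activation above the run cutoff, the mean activation of all test compounds plus 3 SD, cut at about 18% in these data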
# Target sequence (P08912 whole entry, looked up): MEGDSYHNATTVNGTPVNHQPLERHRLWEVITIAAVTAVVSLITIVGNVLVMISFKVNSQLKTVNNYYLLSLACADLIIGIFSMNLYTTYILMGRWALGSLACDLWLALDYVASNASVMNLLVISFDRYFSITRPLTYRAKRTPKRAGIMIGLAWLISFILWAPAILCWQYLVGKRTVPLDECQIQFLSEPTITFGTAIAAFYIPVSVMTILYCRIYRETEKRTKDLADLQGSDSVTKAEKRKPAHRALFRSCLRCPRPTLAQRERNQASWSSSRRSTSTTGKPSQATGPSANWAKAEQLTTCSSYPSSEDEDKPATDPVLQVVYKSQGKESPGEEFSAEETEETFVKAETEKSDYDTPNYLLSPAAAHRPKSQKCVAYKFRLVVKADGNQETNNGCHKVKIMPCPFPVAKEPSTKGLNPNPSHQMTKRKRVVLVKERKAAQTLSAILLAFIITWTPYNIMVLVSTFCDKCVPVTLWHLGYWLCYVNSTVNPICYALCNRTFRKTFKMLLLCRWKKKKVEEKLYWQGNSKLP
#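 System: CHO-K1 cell line with stable human muscarinic M5 receptor expression | Also added: EC20 acetylcholine as agonist stimulus | Compound: One concentration, 3 µM final (nominal) | Timing: Fluo-8 loading 80 min at 37 °C plus 30 min room temperature | Measured by: Fluo-8 calcium dye fluorescence, kinetic read | Read-out basis: % activation, ACh-normalized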
# M5 ag: human M5 muscarinic receptor agonists, primary screen, CHO-K1 cells, Fluo-8 calcium fluorescence; activation, % at 3 µM; AID 624037, 2012; CHO-K1 hM5 cells; 0% DMSO wells, 100% maximal acetylcholine response; actives 0.19% (n = 360,000); Muscarinic acetylcholine receptor M5 (Homo sapiens), P08912;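 active = activation above the run's mean over test compounds plus 3 SD, cut at about 23% in these data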;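 also: signal is peak over basal fluorescence ratio across the kinetic read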
# CHO-K1 Ca antag: counter-screen for M1 antagonists: effect in parental CHO-K1 cells | inhibition, % at 3 µM | actives 0.6% (n = 360,000) | AID 602250 | ATP-induced calcium, Fluo-8 fluorescence;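 active = inhibition above a per-plate cutoff, the plate's mean sample inhibition plus 3 SD, cut at about 24% in these data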;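 also: 0% = DMSO plus EC80 ATP and 100% = DMSO alone without ATP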
# CHO-K1 Ca PAM: nonselective calcium activators in parental CHO-K1 cells, primary screen, counter-screen for M1 PAM project, cell-based, Fluo-8 calcium fluorescence, full deck, 1536-well | actives 0.02% (n = 360,000) | AID 602247, 2012 | activation, % at 3 µM | ATP EC20; 0% at ATP EC20, 100% at ATP max;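 active = activation above the run cutoff, the mean activation of all test compounds plus 3 SD, cut at about 40% in these data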;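 also: peak over basal fluorescence ratio in a 140 s read after ATP addition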
# M1 ag parental: counter-screen for M1 agonists: effect in parental CHO-K1 cells; activation, % at 3 µM; AID 602248, 2012; actives 0.48% (n = 360,000); Fluo-8 calcium fluorescence; scaled to maximal ATP response, vehicle zero; in the data active = activation above about 15%;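 also: untransfected CHO-K1 host cells lacking M1 receptor as counterscreen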
# CHRM4 antagonist: human M4 muscarinic receptor antagonists, primary screen, CHO cells, Fluo-8 calcium fluorescence. actives 0.73% (n = 360,000). inhibition, % at 3 µM. CHO-hM4 cells, ACh EC80. AID 624125, 2012;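 active = inhibition above its plate's cutoff, the mean inhibition of sample wells plus 3 SD, cut at about 27% in these data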;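 also: 0% = acetylcholine EC80 with DMSO and 100% = DMSO without agonist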
# CHRM4 agonist: human M4 muscarinic receptor agonists, primary screen, CHO-K1 cells, Fluo-8 calcium fluorescence | activation, % at 3 µM | actives 0.14% (n = 360,000) | CHO-K1 hM4/Gqi5; vehicle 0%, full acetylcholine response 100% | Muscarinic acetylcholine receptor M4 (Homo sapiens), P08173 | AID 624127, 2012;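 active = activation above the run mean over all test wells plus 3 SD, cut at about 32% in these data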;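 also: peak over basal fluorescence ratio per well then scaled between controls; 0% = DMSO wells and 100% = acetylcholine at EC100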
# CHRM5 antagonist: human M5 muscarinic receptor antagonists, primary screen, CHO cells, Fluo-8 calcium fluorescence | inhibition, % at 3 µM | actives 0.59% (n = 360,000) | CHO-hM5 cells, ACh EC80;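 active = inhibition above a per-plate cutoff, the mean of that plate's test compounds plus 3 SD, cut at about 27% in these data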;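 also: 0% = acetylcholine EC80 with DMSO and 100% = DMSO without agonist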
# Starred values were filed as active, the others as inactive.
SMILES,M4 PAM,CHRM5 PAM,M5 ag,CHO-K1 Ca antag,CHO-K1 Ca PAM,M1 ag parental,CHRM4 antagonist,CHRM4 agonist,CHRM5 antagonist
CCSc1nnc(NC(=O)CCNS(=O)(=O)c2cc(Br)cnc2N)s1,3,12,-1,-5,26,0.7,9,-2,-3
Cc1cc(=O)n(C)c(=O)n1CCCCCCOc1cccc([N+](=O)[O-])c1,-38,-19,6,8,-2,15,25,24,21
Cc1ccc(-n2ncc3ccccc3c2=O)cc1Cl,5,3,-6,-14,12,0.2,-7,0,2
Cc1noc(NS(=O)(=O)c2ccc(NC(=O)c3cccc(S(=O)(=O)Nc4ccccc4F)c3)cc2)c1C,8,7,2,-9,12,-0.2,-3,1,0
Cc1ccc(C(=O)NNC(=O)c2ccccc2OCc2c(C)noc2C)cc1,2,1,1,-12,-16,0.7,1,2,1
Cc1nn(-c2ccc(F)cc2)c(Cl)c1/C=N/NC(=O)c1cccs1,5,-4,3,-6,9,0.9,-5,3,2
CCCNC(=O)CN(c1cccc(F)c1)S(C)(=O)=O,13,1,-5,-6,19,0.0,-10,1,-9
Cc1cc(Cl)ccc1NC(=O)CN1C(=O)C(=O)N(C2CCCC2)C1=O,8,8,-2,-19,2,0.5,-5,1,0
Cc1ccc(C)c(CN2C(=O)COc3ccc(C(=O)c4ccccc4C(=O)O)cc32)c1,12,12,-6,-3,10,-0.5,-7,2,-18
COC(=O)c1c(C)oc(C)c1S(=O)(=O)NCc1ccco1,0,-2,1,-10,12,0.3,-1,1,1
CCOc1cc(N2CCOCC2)c(OCC)cc1NC(=O)CN1CCC(Cc2ccccc2)CC1,19,6,0,-12,8,0.0,-15,0,-5
N#Cc1cnn(-c2nc3sc4c(c3c(=O)[nH]2)CCCC4)c1N,17,-1,1,0,6,0.0,8,0,7
CC1=C(C(=O)OC(C)C)C(c2ccccn2)n2ncnc2N1 (centres undefined),8,-1,1,-10,14,0.8,-14,1,-3
O=C(OCc1ccccc1)N(CCCCN(CCCNCc1ccccc1)C(=O)OCc1ccccc1)CCCNCc1ccccc1,-11,-14,-10,9,7,3.2,65*,26,21
CC(C(=O)NCc1ccco1)n1ccc2cc(S(=O)(=O)N3CCCCC3)ccc21 (centres undefined),8,2,-2,-4,7,3.9,6,4,4
O=C(/C=C/c1cccc([N+](=O)[O-])c1)N1CCN(c2ccc(F)cc2)CC1,4,-3,0,5,5,4.9,-3,-1,3
CCCCCCSc1nsc(NC(=O)CCC)n1,1,-2,-5,-24,22,0.6,-12,2,4
COc1ccccc1OCC(=O)N(Cc1nc(-c2ccc(Cl)cc2)no1)C(C)C,-1,-2,-2,2,12,1.2,-11,6,2
C/C(=C1\SC(N2CCOCC2)=NC1=O)c1ccc(C)cc1,-2,0,-4,-7,15,0.3,6,-1,-4
N#Cc1cccc(NC(=O)COC(=O)c2ccccc2Sc2ccccc2C#N)c1,7,-5,-2,-9,12,4.5,-7,2,-1

# In another format: results already given.
Compound	M4 PAM	CHRM5 PAM	M5 ag	CHO-K1 Ca antag	CHO-K1 Ca PAM	M1 ag parental	CHRM4 antagonist	CHRM4 agonist	CHRM5 antagonist
CCCNC(=O)CN(c1cccc(F)c1)S(C)(=O)=O	13	1	-5	-6	19	0.0	-10	1	-9
Cc1cc(Cl)ccc1NC(=O)CN1C(=O)C(=O)N(C2CCCC2)C1=O	8	8	-2	-19	2	0.5	-5	1	0
Cc1ccc(C)c(CN2C(=O)COc3ccc(C(=O)c4ccccc4C(=O)O)cc32)c1	12	12	-6	-3	10	-0.5	-7	2	-18
COC(=O)c1c(C)oc(C)c1S(=O)(=O)NCc1ccco1	0	-2	1	-10	12	0.3	-1	1	1
CCOc1cc(N2CCOCC2)c(OCC)cc1NC(=O)CN1CCC(Cc2ccccc2)CC1	19	6	0	-12	8	0.0	-15	0	-5
N#Cc1cnn(-c2nc3sc4c(c3c(=O)[nH]2)CCCC4)c1N	17	-1	1	0	6	0.0	8	0	7
CC1=C(C(=O)OC(C)C)C(c2ccccn2)n2ncnc2N1 (centres undefined)	8	-1	1	-10	14	0.8	-14	1	-3
O=C(OCc1ccccc1)N(CCCCN(CCCNCc1ccccc1)C(=O)OCc1ccccc1)CCCNCc1ccccc1	-11	-14	-10	9	7	3.2	65*	26	21
CC(C(=O)NCc1ccco1)n1ccc2cc(S(=O)(=O)N3CCCCC3)ccc21 (centres undefined)	8	2	-2	-4	7	3.9	6	4	4
O=C(/C=C/c1cccc([N+](=O)[O-])c1)N1CCN(c2ccc(F)cc2)CC1	4	-3	0	5	5	4.9	-3	-1	3
CCCCCCSc1nsc(NC(=O)CCC)n1	1	-2	-5	-24	22	0.6	-12	2	4
COc1ccccc1OCC(=O)N(Cc1nc(-c2ccc(Cl)cc2)no1)C(C)C	-1	-2	-2	2	12	1.2	-11	6	2
C/C(=C1\SC(N2CCOCC2)=NC1=O)c1ccc(C)cc1	-2	0	-4	-7	15	0.3	6	-1	-4

# The list continues:
SMILES,M4 PAM,CHRM5 PAM,M5 ag,CHO-K1 Ca antag,CHO-K1 Ca PAM,M1 ag parental,CHRM4 antagonist,CHRM4 agonist,CHRM5 antagonist
O=C(CSc1ncn[nH]1)NCCc1ccc(Cl)cc1Cl,0,1,-3,-20,-6,1.9,-1,1,-1
CC(C(=O)NCc1ccco1)n1cc(C(=O)c2ccco2)c2ccccc21 (centres undefined),6,-3,0,-9,14,1.1,-5,2,0
CCN1CCSc2ccc(C(=O)NCc3ccccc3F)cc21,9,1,-4,19,-6,-0.2,-11,1,-3
COc1ccc(CNC(=O)[C@H](C)NC(=O)C2CCN(C(=O)[C@@H](N)CCSC)CC2)cc1,8,-1,1,1,12,0.5,-10,0,2
CC(NC(=O)CN(c1ccc(F)cc1)S(C)(=O)=O)c1ccccc1 (centres undefined),4,15,0,-11,23,1.5,-4,0,-8
Cc1ccc(S(=O)(=O)NC(=O)c2ccc(Br)o2)c(C)c1,14,2,3,7,-23,0.3,-2,1,7
C=CC[C@H]1CC(Cc2ccccc2)=C[C@H](CC=C)N1,3,-4,-8,1,8,0.2,-12,1,3
CCn1c(SCC(=O)Nc2ccccc2N2CCOCC2)nnc1-c1ccccc1O,-5,-4,-4,-7,10,1.5,0,3,-7
COc1ccc(OC)c(CCNC(=O)c2sc3nc4n(c(=O)c3c2C)CCC4)c1,2,1,-2,-11,13,2.7,-15,4,3
CCCc1cc(=O)n2[nH]c(C)c(-c3ccc(OC)cc3)c2n1,4,-4,-1,-4,19,0.6,-9,-2,-3
COc1cccc(NC(=S)N(CCN2CCCCC2)Cc2ccco2)c1,-9,-8,-15,-7,-9,0.3,5,3,3
COC(=O)c1c(C)[nH]c(C(=O)NCCc2ccc(S(N)(=O)=O)cc2)c1C,-4,-1,-2,5,3,1.4,-3,0,11
Cc1ccc2cc(CNC[C@H]3O[C@@H](n4cc(C)c(=O)[nH]c4=O)C[C@@H]3O)c(N3CCOCC3)nc2c1,2,2,1,6,-11,-0.1,-14,0,8
O=C(CSc1nnc(NC(=O)C2CCCCC2)s1)NCc1ccco1,0,3,-2,-6,-12,0.5,0,1,12
COc1cccc(C(=O)C(C#N)=C(SC)SC)c1,-3,-1,-4,1,8,13,-4,0,0
O=C(Cn1ncc2c(=O)oc3ccccc3c21)N(Cc1ccco1)C1CCCCC1,3,1,1,-2,7,0.3,-18,0,-2
COc1ccccc1NC(=O)N(Cc1cccs1)Cc1cc2cc3c(cc2[nH]c1=O)OCO3,-4,4,-4,-4,17,0.3,-3,0,-9
Cc1ccc(S(=O)(=O)N2CCN(C(=O)N(c3ccccc3)c3ccccc3)CC2)cc1,2,-11,-5,-6,0,0.2,5,1,7
COCCN(C(=O)CSCC(=O)Nc1cccc(C)c1)c1c(N)n(Cc2ccccc2)c(=O)[nH]c1=O,4,2,0,-3,14,0.5,0,0,7
CCOC(=O)C1CCN(C(=O)c2cccc(S(=O)(=O)NCc3ccccc3)c2)CC1,-2,-3,1,-16,17,2.6,4,5,3
CCCNC(=O)COC(=O)c1c2c(nc3ccccc13)CCC2,2,-8,-5,-9,2,1.6,3,3,13
O=C(NC1CCCCCC1)C1c2ccccc2C(=O)N1C1CC1 (centres undefined),-1,2,0,-10,27,0.6,-6,-1,4
CSc1cccc(CNC(=O)CC2C(=O)NCCN2CC(C)(C)C)c1 (centres undefined),3,1,-1,6,8,0.0,-1,0,-8
CCN(CC(=O)NCc1cccs1)S(=O)(=O)c1cc(NC(C)=O)ccc1OC,1,2,2,18,-4,0.4,-11,2,3
CC[C@H](C)[C@H]1CNC(=O)C(=O)N1CC1CCN(CCc2ccc(Cl)c(Cl)c2)CC1,-3,-4,-3,3,-7,-0.6,7,0,4
CC(=O)c1cccc(OC(=O)Oc2cccc(C(C)=O)c2)c1,5,0,1,-15,-4,0.0,-9,0,9
Cc1ccccc1CN1CCSc2sccc2C1=O,1,5,-7,-10,10,-0.3,-8,-1,1
O=C(CSc1ccc(Cl)cc1)OCC(=O)N1CCN(c2ccccc2)CC1,4,-4,0,-8,10,0.6,-16,2,2
Nc1nnc(CC(=O)N/N=C/c2ccc([N+](=O)[O-])cc2)s1,8,0,-5,-17,27,4.5,-13,0,10
O=C(NCc1ccncc1)c1cccc(Cn2cc(Br)cn2)c1,-22,-13,-11,-9,19,2.3,82*,1,-2
COc1ccc(C)cc1NC(=O)c1sc2ncn(CC(=O)N3CCCCC3)c(=O)c2c1C,-5,-1,-3,-4,-16,0.8,-4,1,5
CCc1nc(NCCN2CCOCC2)c(C#N)c2c1CCCC2,5,6,-4,3,-3,0.1,2,1,-5
O=C(CN1C(=O)c2cccc3cccc(c23)C1=O)N1CCOCC1,12,-6,-4,-12,19,0.4,-5,3,-3
O=C(COC(=O)C1CC1)Nc1ncc(C(F)(F)F)cc1Cl,-1,-1,1,-15,11,0.4,-3,2,4
COCCCNC(=S)N1CCN(c2nc(C)nc3sc4c(c23)CCCC4)CC1,4,-3,-6,-6,12,1.6,0,7,5
Cc1ccc2[nH]c(=O)c(CN(CCCN3CCOCC3)C(=O)Nc3cccc(Cl)c3)cc2c1,-9,-1,1,-10,1,0.8,-1,3,6
O=S(=O)(NC1CCCC1)c1ccc(Br)s1,-11,-5,-6,-3,4,-0.3,1,-1,1
O=C(CSc1ncn[nH]1)N1N=C(c2ccc(Cl)cc2)CC1c1ccco1 (centres undefined),-1,2,-3,-20,18,-0.2,-12,4,-9
O=C(NCCCc1ccccc1)c1cccc(NC(=O)C2CCCCC2)c1,-1,-10,1,12,-9,1.0,-32,11,3

# High-throughput results as filed in PubChem.
